Compound activity (PubChem)
phage Ecoli inh: growth loss of phage-infected E. coli, primary screen, RecBCD inhibitor project, absorbance, with phage, HTS. inhibition, % at 11.9 µM. actives 0.26% (n = 360,000); in the data active means inhibition above about 11%
PvdQ inh: P. aeruginosa PvdQ acylase inhibitors, primary screen, biochemical, fluorescence, plate reader and imaging, single point. inhibition, % at 10 µM. purified PvdQ acylase. PvdQ acylase [Pseudomonas aeruginosa LESB58]. AID 488965, 2010. actives 0.063% (n = 340,000); in the data active means inhibition above about 30%, passing the limit was not always enough;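 further: 0% = vehicle neutral wells and 100% = reference inhibitor wells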
AddAB inh: growth inhibition of E. coli expressing H. pylori AddAB, primary screen, AddAB inhibitor project, absorbance; AID 435030, 2010; inhibition, % at 11.9 µM; actives 0.29% (n = 330,000); in the data active means inhibition above about 12%;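 further: 0% = vehicle wells of infected cells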
Ecoli viability: E. coli V3065 growth inhibition, primary screen, counter-screen for AddAB inhibitor project, absorbance, OD600; 18 h; inhibition, % at 11.9 µM; actives 0.27% (n = 330,000); AID 449728, 2010;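 active means inhibition above the campaign's mean inhibition across all tested compounds plus 3 SD, cut at about 9.9% in these data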;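 further: uninfected addAB+ strain grown without phage in ampicillin broth; 0% = DMSO wells and 100% = ciprofloxacin 0.95 µg/ml wells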
Rtt109 HAT inh: inhibitors of C. albicans Rtt109/Vps75 HAT, primary screen, biochemical, ThioGlo CoA-SH fluorescence, plate reader. AID 540336, 2011. inhibition, % at 34.9 µM. purified Rtt109/Vps75, 4 h. Histone acetyltransferase RTT109 (Candida albicans (strain SC5314 / ATCC MYA-2876)), …. actives 0.16% (n = 330,000);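 active means inhibition of at least 50% in every replicate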
Target sequence (Q5AAJ8 whole entry, looked up): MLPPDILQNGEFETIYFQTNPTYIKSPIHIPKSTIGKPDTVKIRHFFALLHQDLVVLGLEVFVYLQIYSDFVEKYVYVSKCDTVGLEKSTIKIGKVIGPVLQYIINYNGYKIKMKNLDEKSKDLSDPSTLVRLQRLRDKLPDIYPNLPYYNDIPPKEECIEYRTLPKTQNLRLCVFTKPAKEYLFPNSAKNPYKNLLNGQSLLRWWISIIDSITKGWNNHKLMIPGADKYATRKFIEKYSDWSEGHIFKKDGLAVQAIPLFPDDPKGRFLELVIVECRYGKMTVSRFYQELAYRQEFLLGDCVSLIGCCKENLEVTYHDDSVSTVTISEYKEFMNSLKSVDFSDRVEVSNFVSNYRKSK
Tat export inh: E. coli Tat export inhibitors, primary screen, MC4100, TorA-mCherry reporter, fluorescence, single point; inhibition, % at 10 µM; AID 488895, 2010; actives 0.036% (n = 340,000);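 active means mean replicate inhibition at least 50% and at least half of replicates individually reaching 50%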;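 further: exported cargo escapes ClpAP degradation while cytoplasmic cargo is degraded and loses fluorescence; 0% = median of neutral control wells and 100% = median of NaSCN control wells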
DAGLB inh: DAGLB lipase inhibitors, primary screen, biochemical, fluorescence, HTS; AID 504411, 2011; HEK293T DAGLB membrane lysate, EnzChek fluorogenic substrate; Diacylglycerol lipase-beta (Homo sapiens), Q8NCG7; inhibition, % at 5.17 µM; actives 0.059% (n = 340,000); in the data active means inhibition above about 34%;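 further: 0% = enzyme with vehicle and 100% = wells lacking enzyme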
Target sequence (Q8NCG7 whole entry, looked up): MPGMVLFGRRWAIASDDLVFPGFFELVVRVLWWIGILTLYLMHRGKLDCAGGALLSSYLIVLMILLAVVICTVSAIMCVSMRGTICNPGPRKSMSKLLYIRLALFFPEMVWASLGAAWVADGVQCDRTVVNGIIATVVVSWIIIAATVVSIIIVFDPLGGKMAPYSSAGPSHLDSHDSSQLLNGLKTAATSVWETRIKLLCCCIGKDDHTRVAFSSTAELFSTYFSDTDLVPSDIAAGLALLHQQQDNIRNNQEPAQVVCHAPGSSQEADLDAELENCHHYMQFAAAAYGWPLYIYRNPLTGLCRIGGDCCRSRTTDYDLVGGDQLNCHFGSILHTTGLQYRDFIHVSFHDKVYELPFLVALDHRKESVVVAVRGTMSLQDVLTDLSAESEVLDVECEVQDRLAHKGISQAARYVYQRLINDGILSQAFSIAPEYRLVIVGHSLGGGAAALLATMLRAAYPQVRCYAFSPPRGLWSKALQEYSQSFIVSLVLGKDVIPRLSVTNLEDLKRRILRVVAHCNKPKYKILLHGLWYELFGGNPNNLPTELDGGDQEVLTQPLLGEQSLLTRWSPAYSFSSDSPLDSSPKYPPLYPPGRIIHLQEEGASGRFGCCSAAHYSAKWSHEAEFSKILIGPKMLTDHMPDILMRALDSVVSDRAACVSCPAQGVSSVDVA
PfHsp90 yeast 2: growth inhibition of PfHsp90-expressing yeast, primary screen, antimalarial PfHsp90 inhibitor project, S. cerevisiae, BacTiter-Glo luminescence, single point, set 2. BacTiter-Glo ATP, 48 h; yeast lacking PDR1 and PDR3 efflux regulators. inhibition, % at 9.4 µM. actives 0.32% (n = 310,000);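 active means every replicate shows inhibition above about 80%, whatever the replicate mean, limit read from the data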;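 further: 0% = DMSO neutral controls and 100% = 20 µM radicicol positive controls; yeast relying on Plasmodium falciparum Hsp90 in place of its own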
Wnt bcat act: Wnt/beta-catenin pathway activators, primary screen, cell-based, plate reader, single point; Wnt/beta-catenin reporter cell assay, activator; activation, % at 9.35 µM; actives 1.2% (n = 300,000); AID 743398, 2014; in the data active means activation above about 30%, passing the limit was not always enough;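 further: 0% = neutral control wells and 100% = positive control wells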
CAL PDZ inh: CAL PDZ peptide-binding inhibitors, primary screen, biochemical, fluorescence polarization, Cer-tagged CAL PDZ, HTS; Golgi-associated PDZ and coiled-coil motif-containing protein (Homo sapiens), Q9HD26; purified CAL PDZ, TMR-peptide fluorescence polarization, 1 h; inhibition, % at 20 µM; actives 0.02% (n = 330,000); AID 504414, 2011;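 active means highest replicate inhibition of at least 40%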;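 further: plate controls were DMSO neutral control wells for no effect and unlabeled competitor peptide control wells for full effect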
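Material: tagged CAL PDZ protein CerCALP, purified; buffer or medium: sodium phosphate/NaCl buffer pH 7.4 with TCEP, IgG, Thesit; also added: fluorescent TMR peptide probe; schedule: 1 h incubation at room temperature before polarization reading; technique: fluorescence polarization from S- and P-plane intensities, G-factor corrected; control set: unlabelled peptide and DMSO controls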
Starred values were filed as active, the others as inactive; . = not tested or not shown.

SMILES	phage Ecoli inh	PvdQ inh	AddAB inh	Ecoli viability	Rtt109 HAT inh	Tat export inh	DAGLB inh	PfHsp90 yeast 2	Wnt bcat act	CAL PDZ inh
C=CCn1c(C)cc(C(=O)CSc2ccc(NC(C)=O)cc2)c1C	3.3	-11	-1.0	-1.2	-8	2	1	-3	.	-1.5
Cc1nn(CCCC(=O)Nc2ccc(Br)cc2F)c(C)c1[N+](=O)[O-]	1.9	19	1.7	-1.4	5	-1	-2	.	-4	-2.4
COc1cc(C(=O)N[C@@H](C)C(=O)N2CCC3(CC2)NCCc2[nH]cnc23)cc(OC)c1OC	1.4	-8	1.5	-1.8	0	0	1	4	-1	0.5
CCOc1ccc(-c2n[nH]c(C)c2Oc2ccccc2OC)c(O)c1	2.8	4	8.2	3.4	.	-11	-4	17	26	-1.2
Cc1[nH]oc(=O)c1N=Nc1c(Cl)cccc1Cl	-1.9	-3	0.5	-0.6	-2	-3	12	106*	-5	-0.5
COc1ccc(C(=O)N/N=C/c2ccc(OC)c(CSc3ccccn3)c2)cc1	1.7	-10	0.8	-1.1	-2	-1	-2	16	-6	-7.1
O=C(CN1c2ccccc2Sc2ccccc21)NNC(=O)Nc1cccc(Cl)c1	1.6	-13	2.5	1.7	-2	-4	2	-28	15	0.4
O=C(Nc1ccc(Cl)cc1)C1CCCCN1S(=O)(=O)c1ccccc1 (stereo unspecified)	0.9	5	3.7	1.1	16	10	-2	-6	-3	-1.1
COc1ccc(Cl)cc1NC(=S)N1CC(C)OC(C)C1 (stereo unspecified)	2.4	-11	-0.6	-0.8	-10	-7	-1	-16	-2	-1.5
COc1ccc(CCN=C(C)C2=C(O)C(c3ccccc3)OC2=O)cc1OC (stereo unspecified)	3.4	-10	2.0	3.6	2	-5	-1	12	-1	-0.9
COc1ccc(-n2c(C)cc(C(=O)COC(=O)c3cc(NC(=O)c4cccs4)c(OC)c(OC)c3)c2C)cc1	2.7	-3	1.0	-0.8	0	2	-4	-18	.	-2.8
CNCCC1Sc2ccccc2Oc2ccccc21 (stereo unspecified)	2.4	-20	1.6	0.9	2	-6	-2	18	-1	-3.1
O=C(NC1CCCCCC1)c1cccc(N2CCCC2=O)c1	4.3	2	1.4	-1.7	-4	1	-1	14	27	-1.9
O=C(CSc1ncccn1)N1CCN(Cc2ccccc2)CC1	2.0	-5	-0.3	1.1	-3	-12	0	.	.	-1.0
CCOC(=O)c1ccc(NC(=S)Nc2ccc(C)cc2)cc1	6.1	8	5.1	1.1	2	3	-5	2	3	0.5
O=C(CNC(=O)c1cccc(OC(F)F)c1)OCn1nnc2ccccc2c1=O	1.2	-9	2.8	0.5	4	-5	0	-11	0	-1.8
O=C(/C=N/O)NCCCN1CCOCC1	0.7	5	3.3	-1.1	-5	0	0	-8	.	-0.3
COc1ccc(-c2onc(C)c2-c2cscn2)c(O)c1	2.2	6	4.5	2.1	7	3	-2	-2	0	-0.4
O=C(c1cc2nc(-c3ccco3)cc(C(F)(F)F)n2n1)N1CCN(Cc2ccccc2)CC1	3.4	-11	-0.3	-3.0	2	-2	-1	-6	.	-0.9
O=C(NCC(c1cccs1)N1CCc2ccccc21)c1ccccc1 (stereo unspecified)	2.3	-11	0.9	1.1	0	-2	1	-21	-4	-1.0

A section from the list above, for reference:
SMILES	phage Ecoli inh	PvdQ inh	AddAB inh	Ecoli viability	Rtt109 HAT inh	Tat export inh	DAGLB inh	PfHsp90 yeast 2	Wnt bcat act	CAL PDZ inh
C=CCn1c(C)cc(C(=O)CSc2ccc(NC(C)=O)cc2)c1C	3.3	-11	-1.0	-1.2	-8	2	1	-3	.	-1.5
Cc1nn(CCCC(=O)Nc2ccc(Br)cc2F)c(C)c1[N+](=O)[O-]	1.9	19	1.7	-1.4	5	-1	-2	.	-4	-2.4

Additional entries.
SMILES	phage Ecoli inh	PvdQ inh	AddAB inh	Ecoli viability	Rtt109 HAT inh	Tat export inh	DAGLB inh	PfHsp90 yeast 2	Wnt bcat act	CAL PDZ inh
C=CCNC(=O)c1ccc(OC2CCN(S(=O)(=O)N(C)C)CC2)cc1	2.3	-8	0.9	0.2	-8	-12	-1	-8	-1	-0.7
O=C(COc1ccc(Cl)cc1Cl)NNC(=S)Nc1ccc(F)cc1	.	6	0.1	-3.2	5	6	5	4	-1	-1.1
CCCN1C(=O)C2(SC(NC(C)=O)=NN2C(C)=O)c2cc(C)cc(C)c21 (stereo unspecified)	0.2	16	1.1	2.0	8	17	-2	0	4	-4.1
O=C(CS(=O)(=O)c1ccc(F)cc1)NCc1ccccc1	5.6	-3	1.5	1.6	-10	1	0	0	-1	-2.7
O=C(NCc1ccc(F)cc1)C(=O)NCC1OCCN1C(=O)c1cccs1 (stereo unspecified)	3.8	-7	-1.8	-2.6	2	8	1	19	-1	-0.7
CC(C)COC(=O)C(N)C(C(=O)OCC(C)C)c1ccccc1 (stereo unspecified)	1.2	-2	-0.1	0.6	-13	14	-17	3	.	-1.1
CCOC(=O)c1cnc2ccc(C)cc2c1Nc1ccc(N2CCOCC2)cc1	2.9	2	5.1	-2.0	15	8	3	-15	0	-0.8
COc1ccc2oc(C(=O)N(C)CCOc3ccc(Cl)cc3)c(C)c2c1	-1.8	-7	0.1	-0.1	-4	6	-24	20	-3	-1.3
Cc1sc2nc(CN3CCOCC3)[nH]c(=O)c2c1-c1ccccc1	3.2	-13	4.2	-1.1	0	-2	0	-24	-1	0.4
O=C(Nc1nnc(-c2ccc(Cl)cc2)o1)Nc1ccccc1Cl	0.9	5	3.2	-2.1	4	8	-7	12	1	-0.2
O=C(CSc1cn[nH]n1)Nc1ccccc1C(F)(F)F	3.6	-4	2.9	1.0	-4	4	0	7	-2	0.0
CN1C(C(=O)Nc2ccc(OC(F)(F)F)cc2)=CC(c2cccs2)=NS1(=O)=O	4.1	-12	3.7	-0.8	-5	9	-5	12	0	-0.7
O=C(COC(=O)c1ccc(O)cc1)NC1CCCC1	-2.1	-11	-0.5	-1.0	-1	12	3	-9	4	-2.5
CCOC(=O)C1CCCN(S(=O)(=O)c2cc(OCC(N)=O)c(C)cc2Cl)C1 (stereo unspecified)	5.1	-12	-2.4	-0.4	-2	1	2	-7	-7	-2.3
COc1ccc(NC(=O)CSc2nnc(-c3ccncc3)o2)c([N+](=O)[O-])c1	0.2	-4	-0.6	-0.2	-3	-7	1	-2	0	-0.3
CCCC1(C2CCCC2)NC(=O)NC1=O (stereo unspecified)	-1.2	-7	.	.	2	4	-2	-22	-2	0.5
Cn1c(=O)c2c3c(sc2n2cnnc12)CCC3	-0.1	-29	0.7	-1.2	-3	1	-1	31	.	-0.7
O=C1c2ccccc2C(O)N1Cc1ccc2c(c1)OCO2 (stereo unspecified)	3.3	4	0.3	1.3	1	-11	-2	3	11	0.4
CC1(C)NC(C)(C)/C(=C\c2cccs2)C(=O)C1=O	3.6	10	3.2	-2.8	12	3	0	-12	-1	-0.8
CCOc1c(Br)cc(/C=C2\C(=O)N(CCC#N)N=C2C)cc1OC	0.5	-3	-0.2	0.3	5	9	0	68	0	-0.3

One compound at a time (already shown). Order of values: phage Ecoli inh, PvdQ inh, AddAB inh, Ecoli viability, Rtt109 HAT inh, Tat export inh, DAGLB inh, PfHsp90 yeast 2, Wnt bcat act, CAL PDZ inh
`CCOC(=O)C1CCCN(S(=O)(=O)c2cc(OCC(N)=O)c(C)cc2Cl)C1` (stereo unspecified) in the list: 5.1, -12, -2.4, -0.4, -2, 1, 2, -7, -7, -2.3
`COc1ccc(-n2c(C)cc(C(=O)COC(=O)c3cc(NC(=O)c4cccs4)c(OC)c(OC)c3)c2C)cc1` in the list: 2.7, -3, 1.0, -0.8, 0, 2, -4, -18, ., -2.8
`Cc1nn(CCCC(=O)Nc2ccc(Br)cc2F)c(C)c1[N+](=O)[O-]` in the list: 1.9, 19, 1.7, -1.4, 5, -1, -2, ., -4, -2.4
`O=C(CSc1cn[nH]n1)Nc1ccccc1C(F)(F)F` in the list: 3.6, -4, 2.9, 1.0, -4, 4, 0, 7, -2, 0.0

Taken from above:
In Rtt109 HAT inh, `O=C(NCc1ccc(F)cc1)C(=O)NCC1OCCN1C(=O)c1cccs1` (stereo unspecified) has the entry 2
In Rtt109 HAT inh, `Cn1c(=O)c2c3c(sc2n2cnnc12)CCC3` has the entry -3
In Wnt bcat act, `C=CCNC(=O)c1ccc(OC2CCN(S(=O)(=O)N(C)C)CC2)cc1` has the entry -1
In Wnt bcat act, `CC1(C)NC(C)(C)/C(=C\c2cccs2)C(=O)C1=O` has the entry -1
In Rtt109 HAT inh, `CCOC(=O)c1cnc2ccc(C)cc2c1Nc1ccc(N2CCOCC2)cc1` has the entry 15

Going on with the list:
SMILES	phage Ecoli inh	PvdQ inh	AddAB inh	Ecoli viability	Rtt109 HAT inh	Tat export inh	DAGLB inh	PfHsp90 yeast 2	Wnt bcat act	CAL PDZ inh
COc1ccc(-c2nnc(-c3cc4ccccc4oc3=O)o2)cc1	-1.6	1	1.1	-0.4	-6	-6	-1	8	.	-3.2
O=C(CSCc1cc(=O)n2nc(C3CC3)sc2n1)Nc1ccccc1Cl	2.1	-3	0.4	0.0	-8	-8	1	21	-1	-0.9
CCNC(=O)C1CC(=O)N(CCCc2ccccc2)C(=Nc2ccccc2)S1 (stereo unspecified)	-0.6	-15	1.8	-1.3	-9	9	-3	11	-5	-2.1
Cc1cc(C)n(C(=O)/C=C/c2cccs2)n1	2.8	-15	4.5	1.6	3	-8	-5	-24	9	-0.1
Cc1cc(C)cc(N(CC(=O)N2CCC(C)CC2)S(=O)(=O)c2ccccc2)c1	1.2	-3	5.4	3.3	8	5	-5	13	-4	0.1
COc1ccc(NC(C)=O)cc1S(=O)(=O)Nc1ccc(OCc2ccccc2)cc1	-0.8	-3	-2.4	-0.4	6	16	1	17	-3	-2.2
CCc1ccc(N2Cc3ccccc3C2)cc1	-0.3	7	-2.8	-3.2	6	-12	-2	5	2	-0.9
CN(C)c1ccc(NC(=O)CSCc2nc3c(nnn3Cc3ccc(F)cc3)c(=O)[nH]2)cc1	.	-10	0.7	-1.1	4	-7	1	9	.	-0.8
Cc1nn(C)cc1CNC(=O)c1cnn2c(C(F)F)cc(C3CC3)nc12	0.2	1	3.6	0.1	-12	-7	1	-4	-1	-3.5
O=C(O)c1ccc2c(=O)[nH]c(CN3CCOCC3)nc2c1	0.0	-7	4.5	1.0	-10	2	-2	-1	.	0.5
CC(C)NC(=O)Nc1ccc2c(c1)C(=O)N([C@H](C)CO)C[C@@H](C)[C@@H](CN(C)C(=O)NC1CCCCC1)O2	3.8	-13	-0.2	-1.0	-2	-1	-2	7	0	0.2
CC(C)c1ccc(O)c(NC(=O)c2ncn[nH]2)c1	2.9	-26	1.7	0.8	11	3	0	-25	.	-0.5
Cc1nnc(SCc2nnc(-c3cccs3)o2)n1C	3.2	-9	1.4	0.6	-17	0	0	-37	2	-9.3
